TDP1 cell CPT: qHTS for Inhibitors of human tyrosyl-DNA phosphodiesterase 1 (TDP1): qHTS in cells in presence of CPT | chicken DT40 Tdp1-/-;hTDP1 cells + 20 nM CPT, ATP luminescence, 48 h | Potency, µM (titrated, usually from 46.2 µM), without a hit: top-dose activity change, negative = growth inhibition, most hits filed as inhibitors | 420,000 tested, 12% active | AID 686979, 2013; note: nearly all actives have a fitted effect of over 55% in size
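Cell growth measured by CellTiter-Glo luminescence after a minimum 48 h, 37 C compound exposure with 20 nM CPT in Tdp1-knockout DT40 cells stably expressing hTDP1, seeded 400/well; qHTS titration format.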
TDP1 block: qHTS Assay for Inhibitors of Tyrosyl-DNA Phosphodiesterase (TDP1). recombinant TDP1, AlphaScreen DNA substrate cleavage. Potency, µM (doses to about 130 µM), without a hit: at the highest dose activity change, negative = inhibition, usual class: inhibitors. 350,000 tested, 0.28% active. AID 485290, 2010; note: nearly all actives have a fitted effect of over 40% in size
Target sequence (Q9NUW8 whole entry, looked up): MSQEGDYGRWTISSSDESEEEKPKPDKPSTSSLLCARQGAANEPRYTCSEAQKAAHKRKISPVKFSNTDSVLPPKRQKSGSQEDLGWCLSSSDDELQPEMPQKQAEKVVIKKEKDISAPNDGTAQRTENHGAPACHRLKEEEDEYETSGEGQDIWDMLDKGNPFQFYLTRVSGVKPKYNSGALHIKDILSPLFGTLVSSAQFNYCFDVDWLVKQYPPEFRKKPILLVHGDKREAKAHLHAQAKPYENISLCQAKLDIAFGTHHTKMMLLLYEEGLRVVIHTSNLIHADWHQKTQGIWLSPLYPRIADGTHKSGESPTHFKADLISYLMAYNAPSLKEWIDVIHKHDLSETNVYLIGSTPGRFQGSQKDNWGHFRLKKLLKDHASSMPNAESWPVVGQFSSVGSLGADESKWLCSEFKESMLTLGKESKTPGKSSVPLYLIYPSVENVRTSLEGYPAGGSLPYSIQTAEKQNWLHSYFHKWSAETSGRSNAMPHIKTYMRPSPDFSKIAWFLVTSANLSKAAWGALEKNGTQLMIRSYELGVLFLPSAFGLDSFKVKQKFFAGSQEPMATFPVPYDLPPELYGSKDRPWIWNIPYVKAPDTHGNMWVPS
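Compounds were preincubated with Tdp1 (1 nM final) for 15 min at room temperature before substrate (15 nM final) started a 5 min reaction; beads (10 ug/ml final) were then added for 10 min before AlphaScreen detection.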
TDP1 cell noCPT: qHTS for Inhibitors of human tyrosyl-DNA phosphodiesterase 1 (TDP1): qHTS in cells in absence of CPT. DT40 Tdp1-/- hTDP1 cells, no CPT, ATP luminescence, 48 h. Potency, µM (highest dose often 46.2 µM), without a hit: top-dose activity change, negative = growth inhibition, usual class: inhibitors. 420,000 tested, 15% active; note: nearly all actives have a fitted effect of over 55% in size
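Camptothecin absent (DMSO only). Human TDP1-complemented DT40 knockout cells, 400 cells/well, 37 °C for minimum 48 hr; ATP measured via CellTiter-Glo, 30 min dark incubation, luminescence.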
* hit, by the source's call; ? = inconclusive; . = not tested or not shown; & = joins results of further samples; [ ] = remark or other dose. Calls come from the whole dose curve; as a rule, active = well fitted curve in the direction sought with a large enough effect; inconclusive = small, poorly fitted or top-dose-only effect, or another doubt; inactive = no such curve, though single readings can be large; an effect the other way counts as inactive or inconclusive. % is set by controls: 0 for no effect and ±100 for the full control effect; potency is the fitted concentration of half-maximal effect.

SMILES	TDP1 cell CPT	TDP1 block	TDP1 cell noCPT
O=C(Nc1ccc(F)cc1Cl)c1cnc(N2CCOCC2)c2ccccc12	?	1.1%	?
O=C(Nc1nnc(Cc2c[nH]c3ccccc23)s1)c1ccc(Cl)cc1Cl	-13.3%	8.5%	-29.5%
N#CCCN(Cc1cccnc1)S(=O)(=O)c1ccc(S(=O)(=O)NC2CCCCC2)cc1	-23.1%	4.8%	?
CCCN(C(=O)c1ccccc1Cc1ccccc1)C1CCS(=O)(=O)C1 (stereo not given)	-2.1%	0.7%	-22.2%
Cc1cccc(C)c1OCC(=O)N(Cc1ccc(Cl)cc1)CC1CCCO1 (stereo not given)	?	-6.8%	?
CCOc1cc(Br)ccc1S(=O)(=O)N1CC(C)OC(C)C1 (stereo not given)	25.9µM*	2.0%	?
CC(=O)Oc1ccc(C(=O)NC(C)CCc2ccccc2)cc1 (stereo not given)	-8.3%	.	-10.1%
COc1ccc(CNS(=O)(=O)c2cnc(N)nc2)c(OC)c1	?	7.7%	?
O=C(NCc1cccnc1)c1ccc(CS(=O)(=O)c2ccc(Cl)cc2)o1	-29.1%	.	?
Cc1ccc(C(=O)CSc2nnc(CNc3ccc(F)cc3)o2)cc1	-18.5%	4.9%	-1.2%
CCOC(=O)C1CCCN(CCC(=O)Nc2ccc(Br)cc2)C1 (stereo not given)	?	2.3%	?
CCONC(=NC)c1nonc1N	-1.7%	2.2%	-10.3%
C/C(CCC1CC(C)(C)OC1=O)=N\NC(N)=S (stereo not given)	3.5%	.	-5.4%
Cc1onc(-c2c(F)cccc2Cl)c1C(=O)N1C=CC(C(F)(F)F)=NCC1	-5.3%	5.9%	-10.0%
CCc1nn(C(CC)C(=O)NCCc2ccc(OC)cc2OC)c(=O)c2cc3occc3n12 (stereo not given)	-16.4%	0.6%	-1.6%
Cc1cc(C)n2nc(SCc3cc(=O)oc4ccc5ccccc5c34)nc2n1	-17.1%	2.9%	?
CC(=O)Nc1ccc(NC(=O)c2cc(-c3cc(C)cc(C)c3O)n[nH]2)cc1	11.6µM*	.	16.4µM*
N#Cc1c(N)c(C#N)c(-c2ccc3c(c2)OCO3)c2c1CCCC2	3.0%	-1.0%	-24.1%
CC1C(C#N)=C(SCC(N)=O)NC2=C1C(=O)CC(C)(C)C2 (stereo not given)	?	0.0%	?
CC(C)NCCOCCOc1ccccc1F	-21.6%	-3.8%	6.4%
O=C(CCCCCn1c(=O)[nH]c2ccsc2c1=O)NCc1ccc2c(c1)OCO2	-10.7%	2.0%	-5.0%
COc1ccc(CC(=O)Nc2ccc3c(c2)CCC3)cc1OC	?	5.6%	9.2µM*
COC(=O)[C@H](Cc1c[nH]c2ccccc12)NCc1cccc(B(O)O)c1	23.6%	.	-1.5%
Cc1cccc(-c2csc(NC(=O)c3cnccn3)c2C(=O)OC(C)C)c1	?	5.7%	-24.1%
Cc1ccc(-c2c(C(=O)NCCc3ccccc3)oc(=O)c3ccccc23)cc1	14.6µM*	-2.3%	?

A stretch from the list above, for reference:
SMILES	TDP1 cell CPT	TDP1 block	TDP1 cell noCPT
CCONC(=NC)c1nonc1N	-1.7%	2.2%	-10.3%
C/C(CCC1CC(C)(C)OC1=O)=N\NC(N)=S (stereo not given)	3.5%	.	-5.4%
Cc1onc(-c2c(F)cccc2Cl)c1C(=O)N1C=CC(C(F)(F)F)=NCC1	-5.3%	5.9%	-10.0%
CCc1nn(C(CC)C(=O)NCCc2ccc(OC)cc2OC)c(=O)c2cc3occc3n12 (stereo not given)	-16.4%	0.6%	-1.6%
Cc1cc(C)n2nc(SCc3cc(=O)oc4ccc5ccccc5c34)nc2n1	-17.1%	2.9%	?
CC(=O)Nc1ccc(NC(=O)c2cc(-c3cc(C)cc(C)c3O)n[nH]2)cc1	11.6µM*	.	16.4µM*
N#Cc1c(N)c(C#N)c(-c2ccc3c(c2)OCO3)c2c1CCCC2	3.0%	-1.0%	-24.1%
CC1C(C#N)=C(SCC(N)=O)NC2=C1C(=O)CC(C)(C)C2 (stereo not given)	?	0.0%	?
CC(C)NCCOCCOc1ccccc1F	-21.6%	-3.8%	6.4%
O=C(CCCCCn1c(=O)[nH]c2ccsc2c1=O)NCc1ccc2c(c1)OCO2	-10.7%	2.0%	-5.0%
COc1ccc(CC(=O)Nc2ccc3c(c2)CCC3)cc1OC	?	5.6%	9.2µM*
COC(=O)[C@H](Cc1c[nH]c2ccccc12)NCc1cccc(B(O)O)c1	23.6%	.	-1.5%
Cc1cccc(-c2csc(NC(=O)c3cnccn3)c2C(=O)OC(C)C)c1	?	5.7%	-24.1%
Cc1ccc(-c2c(C(=O)NCCc3ccccc3)oc(=O)c3ccccc23)cc1	14.6µM*	-2.3%	?

(further entries)
SMILES	TDP1 cell CPT	TDP1 block	TDP1 cell noCPT
Cc1ccccc1N=C1NC(=O)CC(c2ccccc2)S1 (stereo not given)	-2.1%	7.9%	-25.7%
O=C(Nc1cccc2ccccc12)N1CCc2ccccc2C1	?	1.3%[56.1 µM]	?
CC1CC(C)CN(C(=O)c2cccc3c2-c2ccccc2C3=O)C1 (stereo not given)	?	.	?
Cc1cc(NC(=O)CSCc2nc(-c3cccc(Cl)c3)oc2C)no1	-5.0%	1.3%	3.7%
C=CCn1c(=NC(=O)c2cccc(N3C(=O)CCC3=O)c2)sc2cccc(OC)c21	23.1µM*	0.0%	14.6µM*
CN(C(=S)Nc1ccc(F)cc1)C1(c2ccccc2Cl)CCCCC1=O (stereo not given)	?	3.8%	?
CNc1ccc(-c2nc(-c3ccco3)no2)cc1[N+](=O)[O-]	-19.2%	0.0%	-19.6%
COc1ccc(CCN2CC(C(=O)NC3CCCCC3)CC2=O)cc1OC (stereo not given)	-16.8%	.	12.5%
COc1ccc(Cl)cc1NC(=O)c1cc(-c2ccco2)on1	7.2%	10.3%	-2.8%
CCOc1ccc(C2(C)NC(=O)N(CCN(C)C)C2=O)cc1 (stereo not given)	29.8%	.	16.1%
CCC(C)NC(=O)Cn1c(=O)n(CCCCC(=O)NCc2ccco2)c(=O)c2ccccc21 (stereo not given)	-5.3%	4.2%	-19.6%
Fc1ccc(-c2nc3c4c(-c5ccccc5)c(-c5ccccc5)oc4ncn3n2)cc1	1.1%	.	-16.4%
CCN(CC)S(=O)(=O)c1ccc(C)c(NC(=S)N2CCN(C/C=C/c3ccccc3)CC2)c1	?	3.7%	11.6µM*
Cc1ccc(C(C(=O)NCc2ccccc2)N(C(=O)c2csnn2)C2CC2)cc1 (stereo not given)	?	-2.1%	?
O=C(NC(=S)Nc1ccc(S(=O)(=O)N2CCCC2)cc1)C1CC1	?	6.0%	?
CCn1c(SC(C)C(=O)NCC2CCCO2)nc2scc(-c3ccccc3)c2c1=O (stereo not given)	18.4µM*	-4.5%	?
C=CCOC(=O)/C(=C\c1ccccc1)NC(=O)c1ccc(C)cc1	-22.8%	0.0%	?
COc1ccc(Cn2c(=O)[nH]c3cc(C(=O)N4CCN(c5ccccc5)CC4)ccc3c2=O)cc1	-8.5%&-23.0%	11.9%&2.9%	?
COc1ccc(CNC(=O)c2ccc(C)o2)cc1	-4.2%	0.0%	-0.2%
CC(C)(C)NC(=O)NC(=O)CSc1ncn[nH]1	-3.4%	1.2%	?
CC(C)(C)c1ccc(OCCCNCc2ccccc2)cc1	?	0.6%	?
Cc1cc(C)nc(SCC(=O)n2c3c(c4ccccc42)CCCC3)n1	-26.3%	5.3%	-20.4%
Cc1cc(C(C)c2ccccc2)c(O)c(CN2CCOCC2)c1C (stereo not given)	?	6.5%	?
Cc1ccc(-n2ncc(C(=O)N3CCN(c4ccccc4F)CC3)c2C2CCN(C(=O)OC(C)(C)C)CC2)cc1C	?	-7.4%	-18.6%
Cc1ccc2cc(C#N)c(N3CCCN(C(=S)NCCCN(C)C)CC3)nc2c1	16.4µM*	.	14.6µM*

Continued:
SMILES	TDP1 cell CPT	TDP1 block	TDP1 cell noCPT
CCOC(=O)Cc1csc(NC(=O)c2sc3nc4ccc(C)cc4cc3c2N)n1	-0.1%	5.9%	5.4%
O=C(CN1C(=O)NC(c2ccccc2)(c2ccccc2)C1=O)N1CCCCC1	-18.1%	0.3%	-9.8%
CN1C(c2ccccc2)CC(=NO)CC1c1ccccc1 (stereo not given)	-21.2%	.	?
Cn1cccc1C(=O)NCC(c1ccco1)N1CCCCC1 (stereo not given)	7.7%	.	-19.2%
CC(C)NC(=O)CC1OC(=O)c2ccccc21 (stereo not given)	-4.6%	0.5%	0.9%
CC1(C)Oc2cc3oc(=O)ccc3cc2C[C@@H]1O	23.6%	1.7%	-9.3%
CC(=O)NC12CC3CC(C1)CC(C(=O)N1CCN(S(=O)(=O)c4ccc(C(C)C)cc4)CC1)(C3)C2	?	0.5%	?
COC(=O)CSc1nc2nc(C)cc(C)n2n1	-4.1%	2.2%	-2.5%
C=CCNc1oc(/C=C/c2ccccc2)nc1C#N	-6.3%	-2.0%	-14.4%
Cc1cccc(N2CCN(C(=O)Cn3c(C)c4cnn(-c5ccccc5)c(=O)c4c3C)CC2)c1C	7.31µM*	7.6%	5.8µM*
O=C(O)c1cccc(OCc2ccccc2Cl)c1	0.8%	1.0%	0.3%
Cc1ccc(CNC(=O)CSc2ccc(-c3cccs3)nn2)cc1	-22.2%	2.6%	-20.5%
Cc1ccc(N(C(=O)c2csnn2)C(C(=O)NC(C)(C)C)c2cccnc2)cc1C (stereo not given)	-6.3%	-4.8%	-23.6%
O=C(CN1C(=O)NC2NC(=O)NC21)N/N=C/c1ccccc1O (stereo not given)	9.7%	-2.5%	-2.7%
Cc1ccccc1-n1c(SCC(=O)c2cc(C)n(C)c2C)nnc1-c1ccncc1	?	2.1%	?
COC(=O)COc1ccc(C)cc1-n1nc2ccccc2n1	-23.5%	-2.5%	-1.4%
Cc1nc(C)c(CC(=O)N2CCOc3ccc(CN4CCN(c5ccccn5)CC4)cc3C2)s1	?	.	7.31µM*
N#Cc1ccc(NC(=O)COC(=O)CSc2nnc(-c3ccc(Cl)cc3)o2)cc1	11.9%	0.6%	25.4%
COc1cccc(NC(=O)C2CCC(CNC(=O)[C@@H]3Cc4ccccc4CN3)CC2)c1 (stereo not given in full)	-9.7%	2.4%	14.7%
O=C(Nc1ncc(Cc2ccccc2)s1)C1CCCO1 (stereo not given)	5.8%	2.6%	-14.4%
COc1ccc(-n2cc(-c3ccccc3)c3c(NCCCN4CCOCC4)ncnc32)cc1	?	5.7%	?
Cc1ccc(NC(=O)CC(C)S(=O)(=O)c2ccc3c(c2)NC(=O)CO3)cc1C (stereo not given)	?	4.6%&6.2%	?
COc1ccccc1-n1c(SCC(=O)NC2CCS(=O)(=O)C2)nc2cc([N+](=O)[O-])ccc21 (stereo not given)	-23.2%	3.0%	7.2%
COc1cc(OC)c2c(-c3cccc(-c4ccc(O)cc4)c3)cc(=O)oc2c1	?	2.6%[56.1 µM]	16.4µM*
O=C(NC1CCCC1)C1c2ccccc2OCC(=O)N1Cc1cccnc1 (stereo not given)	3.2%	.	-4.4%

(listing goes on)
SMILES	TDP1 cell CPT	TDP1 block	TDP1 cell noCPT
COc1ccc(/C(N)=N/OC(=O)c2ccc(OC)c([N+](=O)[O-])c2)cc1OC	?	2.7%	11.6µM*
C#CCN1C=CC(=O)[C@@H](OC(=O)Nc2ccc(OC)cc2)[C@H]1c1ccccc1Br	?	.	-17.0%
COc1cccc(=O)c2c(C)n(-c3ccc(C(=O)O)cc3)c(C)c12	17.6%	?	-7.2%
O=C(O)c1ccc(Cl)c(NCc2cccs2)c1	-22.8%	4.1%	-1.7%
Clc1ccccc1-c1cccc2nccn12	?	.	?
O=C(COc1cccc2cccnc12)N1CCc2ccccc2C1	?	2.6%	?
COc1ccc2c(c1)c(C(C)=O)c(C)n2C	6.7%	.	?
CCCc1nc2ccccc2n1C(C(=O)NC(C)(C)C)C1CC1 (stereo not given)	-9.2%	.	?
c1ccc(COc2ccc(OCCCn3cncn3)cc2)cc1	?	2.2%	?
Cc1ccc(C(=O)/C=C/Nc2ccccn2)cc1	-25.5%	.	-7.4%
Cc1ccc(-c2csc(NNC(=O)c3ccccc3)n2)cc1	4.11µM*	7.8%	5.17µM*
Cc1cccc2cc3c(nc12)-c1ccccc1C3=O	-16.5%	.	-15.4%
CCOC(=O)Cn1c(=O)oc2cc(S(=O)(=O)NCCc3ccc(C)cc3)ccc21	-19.0%	5.4%	?
S=C(N/N=C/c1ccco1)NC1CC2CCC1C2 (stereo not given)	?	.	?
COC(=O)[C@@]1(Cc2ccc(F)cc2)[C@H]2c3cc(C(=O)N4CCCC4)n(Cc4ccc(S(C)(=O)=O)cc4)c3C[C@H]2CN1C(=O)c1ccccc1	?	15.3%	18.4µM*
CCCCn1c(N)c(N(CC(C)C)C(=O)CSc2ccccc2C)c(=O)[nH]c1=O	-0.7%	-2.9%	-3.3%

High-throughput results (PubChem BioAssay)
